# From PubChem BioAssay
# ALOX12 inh – blocks human arachidonate 12S-lipoxygenase; Potency, µM (top dose mostly 108 µM), for the others: at the highest dose activity change, negative = inhibition, actives largely listed as inhibitors; AID 1671190; 580,000 compounds, 1.1% hits; purified 12hLO, xylenol orange hydroperoxide absorbance; active = well fitted inhibition curve with a large enough effect; inconclusive = small, poorly fitted or top-dose-only effect, or another doubt; inactive = no such curve, though single readings can be large or run the other way
# Target sequence (P18054 whole entry, looked up): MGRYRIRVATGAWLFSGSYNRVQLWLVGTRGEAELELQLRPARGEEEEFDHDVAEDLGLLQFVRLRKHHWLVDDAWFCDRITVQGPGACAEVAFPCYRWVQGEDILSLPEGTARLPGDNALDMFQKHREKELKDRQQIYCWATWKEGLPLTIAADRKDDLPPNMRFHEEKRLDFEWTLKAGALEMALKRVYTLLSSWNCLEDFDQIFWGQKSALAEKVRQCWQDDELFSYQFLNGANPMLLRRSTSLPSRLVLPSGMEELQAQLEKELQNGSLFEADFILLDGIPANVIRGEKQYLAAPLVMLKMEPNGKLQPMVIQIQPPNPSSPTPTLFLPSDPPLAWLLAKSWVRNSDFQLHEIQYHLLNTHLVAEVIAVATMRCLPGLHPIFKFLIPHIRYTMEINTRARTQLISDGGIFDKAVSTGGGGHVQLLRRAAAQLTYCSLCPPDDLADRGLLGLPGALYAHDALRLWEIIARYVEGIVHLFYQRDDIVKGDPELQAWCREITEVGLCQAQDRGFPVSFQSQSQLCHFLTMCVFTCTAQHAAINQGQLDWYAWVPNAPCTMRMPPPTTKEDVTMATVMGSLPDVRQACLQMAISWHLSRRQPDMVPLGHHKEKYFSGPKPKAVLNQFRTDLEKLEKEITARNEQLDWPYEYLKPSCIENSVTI
#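 Purified human 12hLO (150 nM final) in 25 mM Hepes, 0.01% Triton X-100, pH 7.0 was preincubated 15 min at room temperature with compound. Then 40 uM arachidonic acid was added, 30 min. Hydroperoxide was read by Fe-XO absorbance ratio 573/405 nm.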
# Numbers without * were called inactive; ? = inconclusive; [ ] = dose if it differs, or a comment. % is scaled to controls: 0 for no effect and ±100 for the full control effect; potency is read from the fitted curve at half-maximal effect. This is a subset, so the mix of outcomes need not match the whole.
ALOX12 inh	smiles
8%	COc1ccc(C2Cn3cnc(C(=O)N4CCC(C(=O)Nc5ccc(Cl)cc5)CC4)c3CO2)cc1 (centres undefined)
2%	CC(C)(C)c1ccc(OCCC(=O)Nc2ccc(N3CCOCC3)cc2)cc1
36%[activator]	O=C(Cn1cccc1-c1nc(-c2ccc(F)cc2)no1)N1CCN(c2ccc(F)cc2)CC1
0%[6.33 µM]	O=[S+]([O-])(c1ccc(Cl)cc1)c1nnn2c1nc(NC1CC1)c1ccccc12
-9%	O=C(NC(c1ccccc1)c1ccccc1)C1CC1c1ccccc1 (centres undefined)
-5%	COC(=O)C1=C(c2ccccc2)c2ccccc2S(=O)(=O)N1CC(=O)Nc1ccc(F)cc1F
11%	COc1cc2c(cc1CN1C[C@@H]3CC[C@H](C1)N(CC1CCC1)C3=O)OCCO2
3%[6.33 µM]	O=C(NCc1nnc2n1C(C(=O)NCc1ccc(F)cc1)CC2)C1CC1 (centres undefined)
?	Cc1cc(N2CCOCC2)nc(Nc2ccc(NC(=O)c3ccccc3)cc2)n1
?	O=C(CCC[C@H]1NC[C@@H]2CC1CN(Cc1ccccc1)C2)NCCCc1ccccc1
-12%	COc1cc(C(=O)Nc2ccc3c(c2)nc(CN2CCC(C)CC2)n3C(C)C)cc(OC)c1OC
38%[activator]	Cc1c(Cl)cc(C(=O)N2CCCC(C#N)C2)cc1Cl (centres undefined)
14%	O=C(O)CCc1conc1-c1cccc(F)c1
-24%	O=C(COC(=O)C12CC3CC(CC(Br)(C3)C1)C2)Nc1ccc([N+](=O)[O-])cc1Br
35%[activator]	CCc1ccccc1S(=O)(=O)N1C[C@H](F)C[C@@H]1C(=O)N1CCOCC1
21%	O=C(NCc1cccnc1)c1ccc2c(c1)-c1ccccc1C2
-17%	Cc1ccc2nc(SCC(=O)Nc3ccc4c(c3)OCO4)[nH]c2c1
-6%	O=S(Cc1ccccc1)Cc1c(Cl)cccc1Cl (centres undefined)
5%	OCCCNC(=S)NCc1ccccc1
-1%	O=C(NC1CCN(C(=O)N2CC3CC(C2)[C@H]2CCCC(=O)N2C3)CC1)c1n[nH]c(=O)c2ccccc12 (some centres undefined)
27%	COc1ccc(Cl)cc1C(=O)NCc1nnc2ccc(-c3ccc(C)c(C)c3)nn12
27%[176 µM]	CNC(=O)c1cc(-c2ccc(O)c(F)c2)cc2c1OCCN2Cc1cccnc1
30%	CC(=O)c1ccc(C(=O)N2CCC3(CC2)OCCCC3O)s1 (centres undefined)
15%	CCN1c2cc(C(=O)Nc3ccc(OC)cc3C)ccc2C(=O)N2CCCCCC21 (centres undefined)
?	CCCSc1nc2c(c(=O)[nH]1)C(c1ccc(C)o1)C1=C(CCCC1=O)N2 (centres undefined)
-1%	CN(C)CC(O)COc1ccc(NC(=O)Nc2ccccc2)cc1 (centres undefined)
-29%	C=C(C)CNC(=S)N/N=C/c1ccsc1
0%	Cc1oc(-c2ccccc2)nc1CN1CCCC(C(=O)NCCc2noc(-c3ccccc3)n2)C1 (centres undefined)
22%	COc1ccc(C(=O)N2CCc3n[nH]c(=O)n3CC2)cc1F
2%	O=S(=O)(c1ccccc1)N1CCCC(Cc2noc(-c3cccnc3)n2)C1 (centres undefined)
-25%	COCCn1c(C)cc(C(=O)C(=O)Nc2nnc(COc3ccc(C)c(C)c3)s2)c1C
52%[activator]	COCCN1C(=O)c2cccn2CC1CNC(=O)CN1CCCCCC1 (centres undefined)
?	CC(C)C[C@@H]1COc2cc(N3CCOCC3)ccc2S(=O)(=O)N1
88%[activator]	CC(C)CCC(=O)N[C@@H]1CN(C)C[C@H]1CN(C)C
-11%	COc1cc(/C=C/c2nc3ccccc3s2)cc(OC)c1OC
4%	O=C(NC1CCOC1=O)C1CCCCC1 (centres undefined)
76%[activator]	CCc1noc(C)c1C(=O)N1CCc2c(nc(-c3ccccn3)[nH]c2=O)C1
10%	NC(=O)COc1c(Cl)cc(Cl)cc1Br
-10%[176 µM]	CN1CCN(Cc2nc(C3(O)CCN(Cc4ccccc4F)CC3)cs2)CC1
44%[activator]	CO[C@H]1C(=O)N(C2CCN(S(=O)(=O)c3ccc4c(c3)CCC4)CC2)[C@H]1c1ccncc1
?	COc1cc(/C=C(\C#N)C(=O)c2ccc(C)cc2)ccc1OCc1ccc(Cl)cc1Cl
81%[activator][176 µM]	COc1cccc(CC(=O)N[C@@H]2C[C@H](Cn3cc(C4CC4)nn3)[C@@H](O)[C@H]2O)c1
80%[activator]	O=C(NCc1cccs1)c1nc(-c2cccnc2)c2ccccn12
?	CN1CCN(c2oc(-c3ccccc3F)nc2S(=O)(=O)c2ccc3c(c2)OCCO3)CC1
25%	O=C(c1ccc(OC2CCN(C(=O)C3CCOC3)CC2)nc1)N1CCOCC1 (centres undefined)
?	COCCNC(=O)C1CCCN(C2CCN(C(=O)c3ccc(=O)[nH]n3)CC2)C1 (centres undefined)
7%	COCCN1C(=O)c2ccccc2C(C(=O)Nc2nnc(C3CC3)s2)C12CCCC2 (centres undefined)
1%[176 µM]	COc1ccc(NC(=O)c2nc(C(O)c3ccccc3)oc2C)cn1 (centres undefined)
12%	O=C(NCC1Cn2cccc2C(=O)N1Cc1ccccc1)c1ccccn1 (centres undefined)
-21%	O=[N+]([O-])c1ccccc1OCCCOc1ccc(Cl)c2cccnc12

# Next section
ALOX12 inh	smiles
1%	CCCNC(=O)[C@H]1CCC[C@H]1NC(=O)c1ccncc1
5%	COc1cccc(-c2cc(C(=O)NCc3c(C)cc(C)[nH]c3=O)c3c(c2)N(C(C)C)CCO3)c1OC
?	CCOc1cc(/C=C2\NC(=O)NC2=O)cc(I)c1OCc1ccc(C(=O)O)cc1
50%[activator]	CNC(=O)NC(=O)C(C)N(C)Cc1cccc(C#N)c1 (centres undefined)
-26%	C=CCNC(=O)NC(=O)CN1CCC(C(=O)N(C)C(C)C)CC1
?	COc1cccc(CN(C)C(=O)c2cnn(-c3ncc4c(n3)-c3ccccc3CCC4)c2C)c1
42%[activator]	CC(=O)c1cccc(NC(=O)Cn2c(=O)n(-c3ccccc3)c(=O)c3c2cc(C)n3C)c1
-26%[176 µM]	COc1ccc(-c2ccc3c(n2)CN(Cc2ccc(F)cc2)C(=O)CO3)cc1
-19%	Brc1ccc(C2=Nn3c(nnc3-c3cnccn3)SC2)cc1
34%[activator]	CC(C)n1cnnc1CC1CCN(C(=O)c2nn(C)c3ccccc23)C1 (centres undefined)
13%	CN1C(=O)C(c2ccccc2)CC12CCN(c1ccnc(N)n1)CC2 (centres undefined)
?	COc1ccc(/C=C/c2nc(C#N)c(N3CCN(C(C)=O)CC3)o2)cc1
0%	Cc1nn(C(=O)CCCC(=O)N2CCC(Cc3nncn3-c3ccccc3)CC2)c2ccccc12
11%	CC(C)CNC(=O)Cn1c(=O)c2c(ncn2C)n(C)c1=O
0%	O=C(CCSc1nc2ccccc2s1)Nc1ccc(F)cc1
37%[activator]	CCN(CC)CCNC(=O)C1CCCN(S(=O)(=O)c2ccccc2)CCC(=O)NCC1 (centres undefined)
?	Cc1cc(C(=O)N2C[C@H]3CN(C4CCOCC4)C[C@@]3(C(=O)O)C2)n[nH]1
-5%	CCc1noc(-c2cn(C3CCN(C(=O)c4cc(C5CC5)[nH]n4)C3)nn2)n1 (centres undefined)
?	CCN1CCN(Cc2ccc(NC(=O)c3cccc(-c4ccc5nc(NC(=O)C6CC6)sc5n4)c3)cc2C(F)(F)F)CC1
0%	COc1cccc2cc(S(=O)(=O)c3cc(F)cc(F)c3)c(=O)oc12

# Copied from the entries so far (seven entries):
ALOX12 inh	smiles
11%	CC(C)CNC(=O)Cn1c(=O)c2c(ncn2C)n(C)c1=O
0%	O=C(CCSc1nc2ccccc2s1)Nc1ccc(F)cc1
37%[activator]	CCN(CC)CCNC(=O)C1CCCN(S(=O)(=O)c2ccccc2)CCC(=O)NCC1 (centres undefined)
?	Cc1cc(C(=O)N2C[C@H]3CN(C4CCOCC4)C[C@@]3(C(=O)O)C2)n[nH]1
-5%	CCc1noc(-c2cn(C3CCN(C(=O)c4cc(C5CC5)[nH]n4)C3)nn2)n1 (centres undefined)
?	CCN1CCN(Cc2ccc(NC(=O)c3cccc(-c4ccc5nc(NC(=O)C6CC6)sc5n4)c3)cc2C(F)(F)F)CC1
0%	COc1cccc2cc(S(=O)(=O)c3cc(F)cc(F)c3)c(=O)oc12

# Further structures.
ALOX12 inh	smiles
29%	O=C(COc1ccccc1)N1CCC2(CC1)CN(c1ncccn1)CC2CO (centres undefined)
35%[activator]	Cc1nc(C)c(C(=O)N2CCCC(c3nn(C)c(=O)n3C3CCCC3)C2)s1 (centres undefined)
-7%	COc1ccccc1C(=O)Oc1ccc(F)cc1C(=O)/C=C/c1ccc(C)cc1
38%[activator]	CCC(=O)NC(C)C(=O)N1CCn2nc(Cc3ccccc3)cc2C1 (centres undefined)
-7%	O=C(Nc1c(NC2CCCC2)c2ccccc2oc1=O)c1ccc(Br)o1
71%[activator]	O=C(O)c1ccc(CN2Cc3[nH]cnc3C[C@H]2c2nc(-c3ccc4ccccc4c3)no2)cc1
7%	N#Cc1cc(N)cc(I)c1
-23%	Cc1ccc(NC(=S)NNC(=O)c2csc(C)c2)cc1
59%[activator]	Cc1cnc(C(=O)NC2C[C@H]3CC[C@@H](C2)N3C(=O)c2nn(C)c3ccccc23)cn1 (some centres undefined)
-3%	Cc1nnc(NC(=O)CCc2ccc(-c3ccc(C)c(C)c3)o2)s1
72%[activator][176 µM]	O=C(c1cccn2cncc12)N1CCOCC1
-6%	Cc1ccc(C23CC4CC(C2)CC(c2csc(NC(=O)c5ccccc5)n2)(C4)C3)cc1
?	CN(C)CCCNc1nc(-c2ccc(Cl)cc2)c(CC(=O)O)s1
43%[activator]	O=C(N[C@@H]1CN(Cc2ccccc2)C[C@H]1CO)c1cccnc1
82%[activator]	Cc1ncc(C(=O)NCc2cc3n(n2)CCCN(C2CCCCC2)C3)s1
-30%	COc1cc2oc(=O)c(CC(=O)N3CCC(O)(c4ccc(Cl)cc4)CC3)c(C)c2cc1OC
48%[activator]	CCNC(=O)[C@@H]1C[C@H](NC(=O)c2ccc[nH]2)CN1C(=O)CCn1cnnn1
54%[activator][176 µM]	CN(Cc1ccc(F)cc1)c1ccc2ncc(Nc3ccncc3)n2n1
26%	O=C(COc1ccccc1)N1CCc2nn(Cc3ccccc3)c(=O)n2CC1
26%	CCCNC(=O)N1CCC(n2c(C)cnc2C2CCOCC2)CC1
-4%	Cc1cccc(CC(=O)N2CCC(Cc3nc(-c4cnccn4)no3)CC2)c1
-7%	CCN(CC)S(=O)(=O)c1ccc(NCc2cc(C)ccc2C)cc1
13%	O=C(NC1CCCC1)N1CCCCC1c1nc(-c2cnccn2)n[nH]1 (centres undefined)
?	CCCc1nc(SC)ncc1C(=O)Nc1ccc(C)cc1Cl
0%	CCC1Oc2ccc(NC(=O)COc3ccccc3)cc2CN(Cc2ccc(F)cc2)C1=O (centres undefined)
?	COc1cn(-c2ccccc2)nc1C(=O)OC(C)C(=O)NC1CCCC1 (centres undefined)
13%	N#Cc1ccccc1COC(=O)COc1ccc(C2SCCCS2)cc1
?	O=Cc1c(-c2ccccc2)c(C=O)n2ccccc12
-9%	CCCCCCCCCCCCS(=O)CCCC (centres undefined)
7%[6.33 µM]	CC(=O)N1Cc2ccccc2OC2(CCN([S+](C)(=O)[O-])CC2)C1

# Entries above that contain a thiophene ring, fused or not (four):
ALOX12 inh	smiles
30%	CC(=O)c1ccc(C(=O)N2CCC3(CC2)OCCCC3O)s1 (centres undefined)
-29%	C=C(C)CNC(=S)N/N=C/c1ccsc1
80%[activator]	O=C(NCc1cccs1)c1nc(-c2cccnc2)c2ccccn12
-23%	Cc1ccc(NC(=S)NNC(=O)c2csc(C)c2)cc1

# Next part
ALOX12 inh	smiles
5%	CC(C)N1CCN(C(=O)c2csc(N3CCN(c4cccc(Cl)c4)CC3)n2)CC1
-21%	COc1ccc2c(-c3ccccc3)cc(SCC(=O)N3CCOCC3)nc2c1
?	CCCCN(Cc1cc2cc(OC)ccc2[nH]c1=O)S(C)(=O)=O
2%[57.4 µM]	CC[C@H](Nc1ncnc2nc[nH]c12)c1nc2cccc(F)c2c(=O)n1-c1ccccc1
-2%[176 µM]	N#Cc1ccc(CN2CC[C@@H]3OCC(=O)N(c4ccccc4)[C@H]3CC2)cc1
38%[activator]	Cc1nc([C@@H]2CN(C(=O)c3nccc4ccccc34)C[C@H]2C(N)=O)n[nH]1
-20%	COc1cc(NC(=O)c2ccc(Cn3cc(Br)cn3)cc2)ccc1OC(F)F
-6%	O=c1ccc(N2CCC(NS(=O)(=O)c3ccc(F)c(F)c3)CC2)nn1CC1CC1
2%	O=S(=O)(c1ccccc1F)N1CC(c2nc(Cc3ccccc3)no2)C1
19%	N#Cc1c(N)n[nH]c1CCCNC(=O)c1ccc(-c2ccccc2)cc1
?	CCc1nc2cc(N3CCCC(C(=O)O)C3)cnc2nc1CC (centres undefined)
3%	O=C(c1cc(Cl)ccc1O)N1CCN(S(=O)(=O)c2ccccc2)CC1
?	O=C(c1nc(-c2ccc(Cl)cc2Cl)c2cnccn12)N1CCOCC1
22%	CC1CCN(C(=O)C2CCN(C(=O)c3ccc4cc[nH]c4c3)CC2)CC1
4%	Cc1nc2cc(NC(=O)[C@@H]3C[C@@H](Sc4ccccn4)CN3C3CCCCCC3)ccc2s1
